Compound activity: PubChem, several laboratories
SRC2 TRFRET art = TR-FRET artefact, counter-screen to PPARgamma/SRC-2 agonist assay. active compounds read high. 200,000 tested, 0.4% active. TR-FRET ratio at 8 µM; in the data active means TR-FRET ratio above about 2000; further: inactives centre near 1500; reference of the scale not given here
bIAP inhibitor = blocks bovine intestinal alkaline phosphatase activity. purified bovine IAP, CDP-star luminescence, 30 min. inhibition, % at 20 µM. 190,000 tested, under 10 active. AID 1019;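 active means over 50% inhibition of intestinal alkaline phosphatase at 20 µM in the single-dose screen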
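System: purified bovine intestinal alkaline phosphatase (IAP) enzyme; Input: IAP diluted 1/65,000,000 in the well; Measured by: CDP-star luminescence signal; Compound dosing: 20 µM single dose; Incubation: 30 min reaction at room temperature.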
PPARg SRC-1 ag = PPARgamma-driven SRC-1 recruitment agonism; AID 631; 200,000 tested, 0.41% active; P37231; PPARgamma-SRC-1 coactivator recruitment biochemical assay; activation, % at 8 µM; in the data active means activation above about 19%;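 further: 0% = DMSO and 100% = reference agonist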
Target sequence (P37231 whole entry, looked up): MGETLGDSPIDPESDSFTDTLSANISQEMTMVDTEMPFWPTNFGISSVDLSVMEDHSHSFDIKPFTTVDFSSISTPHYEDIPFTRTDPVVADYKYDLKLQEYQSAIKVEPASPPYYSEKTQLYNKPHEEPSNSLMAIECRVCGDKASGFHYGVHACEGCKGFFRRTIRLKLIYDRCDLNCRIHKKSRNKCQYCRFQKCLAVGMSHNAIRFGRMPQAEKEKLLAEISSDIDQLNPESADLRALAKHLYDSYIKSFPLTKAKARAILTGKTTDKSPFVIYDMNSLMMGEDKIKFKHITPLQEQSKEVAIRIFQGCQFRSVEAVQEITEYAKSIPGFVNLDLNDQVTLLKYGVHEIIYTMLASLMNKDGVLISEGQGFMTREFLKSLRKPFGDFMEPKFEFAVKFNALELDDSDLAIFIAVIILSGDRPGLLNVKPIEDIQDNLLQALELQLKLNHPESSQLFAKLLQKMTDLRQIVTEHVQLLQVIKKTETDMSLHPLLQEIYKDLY
HMGR II inh = E. faecalis class II HMG-CoA reductase inhibition. purified E. faecalis HMGR, NADPH absorbance 340 nm kinetic. inhibition, % at 10 µM. 190,000 tested, 0.41% active. AID 1066;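 active means inhibition above a set limit, the median over all tested compounds plus 3 SD, cut at about 9.5% in these data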;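 further: enzyme runs in reverse so mevalonate oxidation gives rising NADPH absorbance; 0% = complete reaction with DMSO and 100% = background rate lacking mevalonate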
S1P3 antag = S1P3 (human) receptor antagonism; 170,000 tested, 0.27% active; inhibition, % at 4.98 µM; Q99500; CHO S1P3 NFAT-BLA reporter, FRET fluorescence, antagonist mode;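 active means inhibition above the plate cutoff, the mean inhibition of test wells on that plate plus 3 SD, cut at about 28% in these data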;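 further: cells challenged with S1P at its EC80 of 0.8 µM; blue over green emission ratio from cleaved BLA substrate after 4 h stimulation; 0% = S1P-stimulated wells and 100% = unstimulated DMSO-only wells; some compounds past the cut are filed as inactive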
Target sequence (Q99500 whole entry, looked up): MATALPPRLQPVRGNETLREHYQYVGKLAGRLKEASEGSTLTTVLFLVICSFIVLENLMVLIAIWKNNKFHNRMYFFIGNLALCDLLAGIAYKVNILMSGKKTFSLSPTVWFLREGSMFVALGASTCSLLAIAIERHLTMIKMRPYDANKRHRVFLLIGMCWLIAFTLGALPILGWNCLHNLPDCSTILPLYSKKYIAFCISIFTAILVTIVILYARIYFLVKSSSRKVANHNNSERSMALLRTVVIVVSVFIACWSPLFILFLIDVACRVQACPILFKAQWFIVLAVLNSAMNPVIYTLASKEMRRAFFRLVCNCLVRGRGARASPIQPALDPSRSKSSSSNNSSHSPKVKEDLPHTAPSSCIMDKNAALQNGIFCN
L major viab = reduces viability of Leishmania major promastigotes | resazurin fluorescence viability | inhibition, % at 10 µM | 200,000 tested, 9% active; in the data active means inhibition above about 50%;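 further: promastigotes grown with compound for 44 hours at 28 °C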
RAM network inh = inhibitors of the yeast RAM network; S. cerevisiae dse1pr::URA3 reporter, 5-FOA growth OD615, 2 d; analog-sensitive cbk1-as2 kinase mutant strain; 190,000 tested, 1.8% active; inhibition, % at 50 µM;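 active means inhibition above a set limit, 3 SD over mean compound inhibition, cut at about 8.4% in these data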;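 further: 0% = DMSO-only wells with no growth and 100% = 10 µM 1-NA-PP1 full growth; inhibition rescues growth on 5-FOA so higher OD means more RAM inhibition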
PPARg SRC-2 ag = PPARgamma-driven SRC-2 recruitment agonism | 200,000 tested, 0.34% active | activation, % at 8 µM | PPARgamma LBD-SRC-2 recruitment, biochemical | P37231; in the data active means activation above about 22%;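 further: 0% = vehicle and 100% = reference agonist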
DTT redox prof = compounds producing H2O2 with reducing agent – biochemical, NIH compound library profiling, artefact control for MLSCN library redox annotation, primary screen; DTT-dependent redox cycling H2O2, phenol red/HRP absorbance; 100% = 100 µM peroxide control, 0% = buffer; activation, % at 10 µM; 200,000 tested, 0.03% active; AID 878;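 active means activation of at least 50% relative to the plate's high and low controls in the primary single-dose screen; inactive means activation below 50%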;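 further: compound incubated with DTT at 0.8 mM final as the reducing agent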
PPARg SRC-3 ag = PPARgamma-driven SRC-3 recruitment agonism; P37231; biochemical PPARgamma/SRC-3 coactivator recruitment assay; activation, % at 8 µM; 200,000 tested, 0.26% active; AID 731; in the data active means activation above about 23%;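 further: 0% = DMSO and 100% = reference agonist; some compounds past the cut are filed as inactive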
ROMK mod = human ROMK K+ channel modulation, primary screen. 130,000 tested, 2% active. P48048. B-score at 10 µM. Tet-inducible ROMK, thallium flux fluorescence; actives lie on both sides;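 active means signal ratio slope over the read window, or its plate-corrected B-score, at least 3 SD from the plate mean, either direction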;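 further: B-score of the F/F0 ratio slope over 7 to 12 s after thallium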
* hit, by the source's call; . = no result given.

Structure	SRC2 TRFRET art	bIAP inhibitor	PPARg SRC-1 ag	HMGR II inh	S1P3 antag	L major viab	RAM network inh	PPARg SRC-2 ag	DTT redox prof	PPARg SRC-3 ag	ROMK mod
CCCCNC(=O)CCCCCNS(=O)(=O)c1ccc(Br)cc1	1760	-1.2	3.2	3.1	-2.5	3.6	2.0	2.9	-0.8	2.4	-0.65
COC(=O)c1ccccc1NC(=O)CSc1n[nH]c(CC(C)C)n1	1627	-44.4	-1.5	-0.8	-14.8	-1.6	1.5	3.0	-2.0	-9.8	.
O=C(Cc1coc2ccc3ccccc3c12)Nc1nnc(C2CC2)s1	1621	4.5	-15.2	1.3	.	-2.0	2.9	8.6	-3.8	-6.7	.
CC1Cc2ccccc2N1C(=O)COC(=O)c1cccnc1Cl (stereo not drawn)	1509	0.3	0.5	-6.3	.	-8.0	1.2	0.0	1.9	2.2	.
CCOC(=O)C1=C(C)NC2=C(C(=O)C(C(=O)OCC)C(c3cccc(OC)c3)C2)C1c1ccccn1 (stereo not drawn)	1545	-13.8	-4.7	-1.3	.	-2.7	-0.1	-3.1	-0.4	4.5	.
Cc1ccsc1C1CC(=O)NC2=C1C(=O)CC(C)(C)C2 (stereo not drawn)	1480	2.2	8.2	-1.5	20.8	2.4	1.9	-6.2	2.2	-7.7	-1.38
Clc1ccc(CN(CC2CCCO2)C(c2cccs2)c2nnnn2C2CCCC2)cc1 (stereo not drawn)	1524	7.3	0.6	2.0	.	54.7*	11.2*	0.8	-2.7	-3.5	.
Cc1ccc(S(=O)(=O)Cc2ccc(C(=O)N3CCN(c4ccc(F)cc4)CC3)o2)cc1	1552	-2.6	2.7	-5.4	5.7	8.6	0.5	-10.4	0.4	8.2	.
N/C(Cc1ccc(Cl)cc1Cl)=N\OC(=O)Cc1ccc(Cl)cc1	1551	2.6	8.4	-2.6	-5.5	46.5	1.8	1.2	-0.3	0.6	-0.0177
CCOC(=O)N1CCN(C(=O)Nc2ccc3nc(-c4ccccn4)c(-c4ccccn4)nc3c2)CC1	1540	3.2	3.7	-4.7	.	-2.6	0.9	3.6	-2.4	4.4	.
COc1ccc(NC(=S)Nc2ccc(OC(F)F)cc2)cn1	1888	6.7	4.0	-0.9	-4.9	-6.1	1.1	4.6	-2.2	2.6	-0.905
Cc1ccc(NC(=O)Cn2cnc3c(cnn3C(C)(C)C)c2=O)cc1	1478	5.4	-0.1	-2.1	-26.0	-0.4	0.3	-1.4	-0.1	5.4	-0.283
COCCn1c(N2CCN(c3ccc(OC)cc3)CC2)nc2c1c(=O)[nH]c(=O)n2C	1557	3.0	15.1	-0.9	-0.2	1.0	1.1	11.4	0.7	7.9	.
Cc1c(NC(=O)c2ccccc2N(C)S(=O)(=O)c2ccccc2)c(=O)n(-c2ccccc2)n1C	1536	-1.1	5.8	-2.6	.	-2.4	1.3	2.5	0.9	-5.0	-0.205
O=C(NC1CCCC1)C(c1cccs1)N(C(=O)c1ccco1)c1ccc2c(c1)OCO2 (stereo not drawn)	1609	6.4	0.2	-5.3	.	12.8	-0.2	2.8	0.5	2.0	.
CCc1ccc2c(c1)C(c1ccc([N+](=O)[O-])cc1)=NNC(c1ccccc1)=N2	1646	40.8	0.2	-8.2	0.5	60.2*	6.9	5.6	0.3	6.7	0.44
COC(=O)c1ccc(C)c(NC(=O)Cc2coc3cc(OC)ccc23)c1	1480	1.1	-7.3	-5.1	1.0	-1.9	4.7	3.7	1.7	-4.3	.
COc1coc(/C=C/C(=O)O)cc1=O	1508	17.0	4.8	-3.9	0.2	-4.6	0.3	-1.5	-0.2	-1.1	-0.877
CCN(CC)S(=O)(=O)c1ccc(OC)nc1	1596	0.8	-1.6	0.4	.	-3.8	0.8	4.8	-4.3	1.5	.
CCc1nnc(NC(=O)CSc2n[nH]c(-c3ccccc3O)n2)s1	1320	-28.4	-4.3	-5.5	-23.6	9.4	5.0	-3.1	-1.4	2.1	-0.0126
CCN(c1ccccc1)S(=O)(=O)c1ccc(C(=O)Nc2nnc(CSC)o2)cc1	1664	-7.2	7.9	1.9	-16.4	21.2	0.1	-5.3	0.1	1.5	-0.433
CC1(C)Cc2c(C#N)c(N3CCCC3)nc(-c3ccco3)c2CO1	1636	-1.9	5.8	-2.2	-14.5	4.2	1.0	2.1	-0.7	-0.3	.
COc1ccc(/C=N/n2c(=S)n(C)c3ccccc32)cc1OC	1694	10.2	1.2	-0.8	.	2.4	0.7	2.5	-0.1	13.9	0.122
O=C(NCc1ccco1)/C(=C\c1ccco1)NC(=O)c1cccs1	1621	1.8	-0.2	-9.7	-8.5	0.6	2.3	6.7	0.3	7.7	0.29
O=C(Nc1c(F)c(F)c(F)c(F)c1F)NC1CCCCC1	1399	15.6	-4.1	1.4	-0.1	7.3	0.8	-2.7	0.5	-24.5	.

Some of these compounds in order of the S1P3 antag value, low to high:
Molecule | S1P3 antag
O=C(NCc1ccco1)/C(=C\c1ccco1)NC(=O)c1cccs1 | -8.5
COc1coc(/C=C/C(=O)O)cc1=O | 0.2
Cc1ccc(S(=O)(=O)Cc2ccc(C(=O)N3CCN(c4ccc(F)cc4)CC3)o2)cc1 | 5.7

Continued:
Structure	SRC2 TRFRET art	bIAP inhibitor	PPARg SRC-1 ag	HMGR II inh	S1P3 antag	L major viab	RAM network inh	PPARg SRC-2 ag	DTT redox prof	PPARg SRC-3 ag	ROMK mod
CCc1ccc(C(=O)COC(=O)c2cccc(N3C(=O)c4c(C)nc5ccccc5c4C3=O)c2)cc1	1582	3.3	-2.4	-2.8	.	-5.6	7.5	0.4	0.9	-8.2	.
Cc1cccc2nc(CSc3nnnn3-c3ccccc3)cn12	1548	-0.3	-1.7	-2.8	10.0	13.0	1.8	4.6	0.4	-9.5	.
O=C(NCCN1CCOCC1)N1CCOCC1	1643	13.4	7.3	1.4	-16.8	-5.8	0.5	9.5	2.0	1.4	1.09
O=C(NCCCn1ccnc1)c1cc(-c2ccc(Br)cc2)on1	1500	2.0	-0.3	1.7	-1.7	96.2*	1.0	2.2	-0.1	-4.1	-0.99
O=C(/C=C/c1cc([N+](=O)[O-])ccc1OC(F)F)Nc1cccc(OC(F)F)c1	1595	31.3	-0.2	-8.1	-2.3	-4.6	4.1	2.9	1.0	4.5	.
O=C(O)CCc1ccc(-c2ccccc2)n1CC1CCCO1 (stereo not drawn)	1680	7.5	-1.3	-3.4	-3.7	19.8	0.0	12.9	1.0	-12.2	-0.0397
CC(C)n1c(O)c(/C=C2\C=Nc3ccccc32)sc1=Nc1ccccc1	1402	7.2	1.3	-3.4	.	32.4	6.1	1.3	0.6	0.4	.
C=CCn1c(SCC(=O)O)nnc1-c1ccccc1	1740	14.3	3.4	-5.1	.	-6.6	1.5	3.6	1.5	-4.0	0.322
CC(C)N(Cc1ccccc1)C(=O)/C=C/c1ccccc1[N+](=O)[O-]	1527	-8.3	-1.5	0.2	18.8	16.7	0.3	5.8	0.5	2.4	-0.929
Cc1ccc(C)c(-c2[nH]ncc2CN2CCCC(CO)(Cc3ccccc3C)C2)c1 (stereo not drawn)	1430	-8.3	2.6	0.3	-3.0	72.9*	-0.5	6.2	-1.2	-0.1	.
O=C(c1ccc(Cl)cc1)c1nnc(-c2ccncc2)o1	1592	-3.8	-4.8	0.3	.	19.3	1.2	3.3	-1.9	3.0	0.645
Cc1csc(SCc2nc3sc4c(c3c(=O)[nH]2)CCC4)n1	1377	4.8	-7.9	2.6	8.0	4.9	6.4	-1.2	2.7	-18.2	.
O=C(N/N=C/c1cn(Cc2ccccc2)c2ccccc12)c1ccncc1	1527	-6.6	-4.0	-6.7	-10.9	18.4	1.6	5.5	-0.5	4.4	-2.43
COc1ccc(C2c3c(oc4ccccc4c3=O)C(=O)N2Cc2ccncc2)cc1 (stereo not drawn)	1467	1.2	-16.0	-0.2	.	-2.0	-0.6	2.2	2.5	-10.5	.
CC(C)CC(NC(=O)OC(C)(C)C)c1cn([C@@H](CCC(=O)OC(C)(C)C)C(=O)N2CCN(C(=O)OC(C)(C)C)CC2)nn1 (stereo partly drawn)	1430	-15.8	-3.4	-4.4	18.6	13.9	3.0	-1.1	0.5	-4.2	.
Cc1c(Cl)ccc2c1NC(=O)C21NC(CCC(N)=O)[C@H]2C(=O)N(c3ccc(Cl)cc3)C(=O)[C@H]21 (stereo partly drawn)	1614	0.6	7.6	0.3	-13.6	-6.5	2.0	-1.3	0.4	-2.8	0.567
Cc1ccc(S(=O)(=O)NN2C(=O)c3ccccc3NC2c2ccco2)cc1 (stereo not drawn)	1586	-0.9	1.9	-0.1	8.9	-1.3	2.3	4.2	0.1	-0.1	0.534
CS(=O)(=O)N1CCN(c2ccc(NC(=O)c3ccc([N+](=O)[O-])o3)cc2)CC1	1368	-11.8	11.6	-3.1	8.8	94.7*	6.0	-3.4	-3.4	-1.4	0.704
COc1ccc(NC(=S)N(CCCN2CCC(C)CC2)Cc2cccs2)cc1	1648	-34.9	-4.2	-1.0	-5.1	41.7	-0.8	-8.5	-0.6	2.7	-0.381
c1nc(N2CCCCC2)c2[nH]cnc2n1	1631	-5.2	6.4	-8.5	4.8	0.3	0.6	6.9	-2.4	2.0	.
CNC(=O)C(=O)NCCc1ccc(Cl)cc1	1537	8.1	6.0	-1.3	.	-2.0	0.9	4.6	-0.1	1.7	.
COc1ccc(OC)c(C2NC(=O)NC(C)=C2C(=O)Nc2ccc(C)cc2C)c1 (stereo not drawn)	1520	3.0	-2.2	1.1	8.8	-0.2	6.5	2.7	-0.4	-5.6	.
O=C(c1ccc2ncsc2c1)N1CCN(c2ccc(O)cc2)CC1	1670	9.4	2.4	-4.4	.	5.1	0.4	5.2	0.1	5.3	.

Entries of single compounds as entered above:
`CS(=O)(=O)N1CCN(c2ccc(NC(=O)c3ccc([N+](=O)[O-])o3)cc2)CC1` is entered as SRC2 TRFRET art: 1368; bIAP inhibitor: -11.8; PPARg SRC-1 ag: 11.6; HMGR II inh: -3.1; S1P3 antag: 8.8; L major viab: 94.7*; RAM network inh: 6.0; PPARg SRC-2 ag: -3.4; DTT redox prof: -3.4; PPARg SRC-3 ag: -1.4; ROMK mod: 0.704
`O=C(c1ccc(Cl)cc1)c1nnc(-c2ccncc2)o1` is entered as SRC2 TRFRET art: 1592; bIAP inhibitor: -3.8; PPARg SRC-1 ag: -4.8; HMGR II inh: 0.3; S1P3 antag: .; L major viab: 19.3; RAM network inh: 1.2; PPARg SRC-2 ag: 3.3; DTT redox prof: -1.9; PPARg SRC-3 ag: 3.0; ROMK mod: 0.645
`O=C(O)CCc1ccc(-c2ccccc2)n1CC1CCCO1` (stereo not drawn) is entered as SRC2 TRFRET art: 1680; bIAP inhibitor: 7.5; PPARg SRC-1 ag: -1.3; HMGR II inh: -3.4; S1P3 antag: -3.7; L major viab: 19.8; RAM network inh: 0.0; PPARg SRC-2 ag: 12.9; DTT redox prof: 1.0; PPARg SRC-3 ag: -12.2; ROMK mod: -0.0397
